Bioassay records: PubChem BioAssay, The Scripps Research Institute Molecular Screening Center
TEAD-YAP inh = TEAD-YAP interaction inhibition; HEK-TIYL cells, TEAD-Gal4/YAP UAS-luciferase luminescence; inhibition, % at 9.12 µM; 1.4% of 640,000 active; AID 1259422; in the data active = inhibition above about 32%;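 also: 0% = median of test compound wells and 100% = reference inhibitor wells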
GPR151 ag = activators of human GPR151 | AID 1508602 | activation, % at 11.2 µM | 1% of 650,000 active | PathHunter beta-arrestin GPR151 cells, luminescence; in the data active = activation above about 4.9%;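 also: 0% = median of compound wells and 100% = cells with positive control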
Target sequence (Q8TDV0 whole entry, looked up): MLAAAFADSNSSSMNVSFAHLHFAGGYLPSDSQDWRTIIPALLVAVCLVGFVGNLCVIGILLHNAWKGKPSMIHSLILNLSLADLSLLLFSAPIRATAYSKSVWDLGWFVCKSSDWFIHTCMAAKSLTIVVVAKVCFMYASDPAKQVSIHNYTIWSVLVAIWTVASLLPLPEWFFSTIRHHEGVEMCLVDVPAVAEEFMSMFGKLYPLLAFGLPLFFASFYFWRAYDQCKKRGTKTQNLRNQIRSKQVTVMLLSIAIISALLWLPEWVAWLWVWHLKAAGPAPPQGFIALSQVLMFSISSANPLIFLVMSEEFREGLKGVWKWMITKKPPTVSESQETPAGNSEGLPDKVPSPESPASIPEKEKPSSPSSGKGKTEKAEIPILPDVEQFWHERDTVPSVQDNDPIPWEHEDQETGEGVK
FBW7 act = human FBW7 E3 ligase activation, primary screen. Q969H0. AlphaScreen FBW7–phospho-cyclin E peptide binding, activator screen. normalized activity (activation), % at 26.1 µM. 0.13% of 650,000 active; in the data active = normalized activity above about 1.9%;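 also: purified mutant Fbw7 with reduced substrate affinity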
MITF inh = inhibitors of human MITF; inhibition, % at 2.6 µM; AlphaScreen MITF homodimerization, bead proximity signal; 0.91% of 650,000 active; AID 1259374; in the data active = inhibition above about 50%;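 also: 0% = vehicle wells with protein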
Target sequence (O75030 whole entry, looked up): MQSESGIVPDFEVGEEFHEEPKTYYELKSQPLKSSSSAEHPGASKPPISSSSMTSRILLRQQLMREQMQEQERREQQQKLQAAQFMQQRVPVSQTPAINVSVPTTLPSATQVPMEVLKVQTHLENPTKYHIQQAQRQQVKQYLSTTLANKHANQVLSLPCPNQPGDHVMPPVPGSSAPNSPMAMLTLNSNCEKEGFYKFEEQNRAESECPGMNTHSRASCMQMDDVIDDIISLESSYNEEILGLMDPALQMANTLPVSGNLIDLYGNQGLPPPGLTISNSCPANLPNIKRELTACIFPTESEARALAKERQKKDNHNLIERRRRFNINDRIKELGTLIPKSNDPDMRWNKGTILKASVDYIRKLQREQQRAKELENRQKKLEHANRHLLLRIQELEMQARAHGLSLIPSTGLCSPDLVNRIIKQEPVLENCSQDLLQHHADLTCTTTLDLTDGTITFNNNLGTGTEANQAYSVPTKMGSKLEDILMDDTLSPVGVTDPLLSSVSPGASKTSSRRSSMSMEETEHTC
Numbers without * were called inactive; & = joins results of further samples. Hits appear at their usual frequency; 3.4% or so of the library scored in one or more.

entry	molecule	TEAD-YAP inh	GPR151 ag	FBW7 act	MITF inh
1	CCC(Oc1ccccc1)C(=O)NCc1cccnc1 (stereo not drawn)	2.5	2.4	0.0	1.4
2	CCOC(=O)c1sc2nc(SCC(=O)NCc3ccco3)n(Cc3ccccc3OC)c(=O)c2c1C	-0.6	0.4	0.0	-6.3
3	O=C(O)CC(NC(=S)NCc1ccccc1)C(=O)O (stereo not drawn)	0.5&-0.6	0.5&1.7	0.3&-0.1	2.5&-9.2
4	COC(=O)C1CC(=O)N(C)C12CCN(C/C=C/c1ccco1)CC2 (stereo not drawn)	0.9	0.9	0.0	-3.2
5	CCCN1C(=O)/C(=C/c2c(N3CCCCC3)nc3c(C)cccn3c2=O)SC1=S	4.1	-0.4	-0.1	4.4
6	Cc1[nH]c(-c2ccc(F)cc2)cc1C(=O)N1CCC(C)CC1	-45.2	1.3	-0.1	-9.8
7	Cc1cccc(N(C(=O)c2cnc3n(c2=O)CCS3)C2CCCCC2)c1	3.0	0.7	0.2	3.4
8	COC(=O)CCCC(=O)Nc1cccc(OC)c1	-3.4	1.8	-0.1	6.9
9	N#CC1=C(N)Oc2c(c(=O)oc3ccccc23)C12C(=O)Nc1ccc(Br)cc12 (stereo not drawn)	3.5	0.5	0.1	3.8
10	O=C(Nc1ccc2c(c1)C(=O)NC2=O)c1ccc(Oc2ccccc2)cc1	-7.9	-1.0	0.0	0.1
11	O=C1NC(NS(=O)(=O)c2ccccc2)(C(F)(F)F)C(=O)N1c1ccccc1F (stereo not drawn)	-4.5	1.8	0.2	-7.6
12	c1ccc2oc(SCCSc3nc4ccccc4o3)nc2c1	4.7	-0.7	0.0	3.2
13	Cc1c(OC(=O)c2ccccc2)ccc2c3c(c(=O)oc12)CCC3	5.5	0.2	0.0	-13.6
14	Cc1ccccc1NC(=O)c1c(NC(=O)Cc2ccccc2)sc2c1CCC(C)C2 (stereo not drawn)	-1.8	0.8	0.0	-2.0
15	CC(=O)Nc1nc(CC(C)C)cc(-c2ccccc2)c1C#N	0.1	0.5	0.1	12.1
16	CCc1ccccc1-n1c(C)nc2cc(C(=O)NCCc3ccc(Cl)cc3)ccc21	-12.1	0.7	0.3	2.9
17	CCOC(=O)c1c(C)nn2c1NC(c1ccc(Cl)cc1)CC2C(F)(F)F (stereo not drawn)	0.9	-0.4	-0.2	-4.0
18	Brc1ccc(Br)c2cnccc12	1.9	-0.2	0.0	14.3
19	CN(C)c1ccc(NC(N)=S)cc1	-4.3	-1.3	-0.1	17.3
20	Cc1ccc(C(=O)N2CCN3C(=O)[C@H](COCc4ccccc4)NC(=O)[C@H]3C2)cc1	-0.4	0.7	0.1	-4.4
21	CCCNc1cc(NCCCN2CCCC2=O)nc(N)n1	5.5	-0.1	-0.2	-7.3
22	CCOc1ccc(CCNC(=O)c2cccc3c2SCCC3=O)cc1	5.5	0.6	-0.1	9.6
23	Cc1nn(Cc2ccccc2)c(=S)n(Cc2ccccc2)c1=O	-4.2	0.1	0.6	8.3
24	COc1cc(C(=O)NCc2n[nH]c(=S)n2-c2cccc(C(F)(F)F)c2)cc(OC)c1OC	2.9	2.1	0.0	13.6
25	O=[N+]([O-])c1ccc2c(c1)C1C=CCC1C(C1CC=CCC1)N2 (stereo not drawn)	-17.3	0.6	-0.1	-5.5
26	Cc1ccc(-c2c(C)nn3c(N4CCOCC4)cc(C)nc23)cc1	5.1	1.3	-0.1	0.1
27	O=C(NCC1CCC2(CCN(CCCc3ccccc3)CC2)O1)C1CCCO1 (stereo not drawn)	-1.6	-0.7	-0.2	3.9
28	Cc1cccc(C)c1NC(=O)CCC(=O)OCC(=O)c1ccc(Br)cc1	4.8	-0.8	-0.1	11.9
29	C=CCOc1ccc(C2/C(=C(\O)c3ccccc3)C(=O)C(=O)N2c2nnc(C)s2)cc1 (stereo not drawn)	6.7	1.3	-0.1	13.0
30	COc1ccc(CCN=C(N)NS(=O)(=O)c2ccc(C)c(C)c2)cc1	2.6	-0.2	1.2	19.6
31	COc1cc(Cl)c(CNC(C)(C)CO)cc1OC	-3.5	2.2	-0.2	3.1
32	CC(NC(=O)c1ccc(Br)cc1)c1ccc2c(c1)OCCO2 (stereo not drawn)	8.0	-1.1	0.4	17.0
33	CN(C)c1cccc(C(=O)NC2CCCc3ccccc32)c1 (stereo not drawn)	-8.3	0.4	-0.1	6.4
34	O=C(COC(=O)Cc1n[nH]c(=O)c2ccccc12)NC(=O)NC1CCCC1	-1.2	0.5	0.1	6.2
35	COc1cc(OC)cc(C(=O)Nc2ccc(Cc3ccc(NC(=O)c4cc(OC)cc(OC)c4)cc3)cc2)c1	2.9	0.8	0.2	-1.4
36	CC(=O)c1ccc(C(=O)N2CCC(n3nccc3NC(=O)Nc3cccc(F)c3)CC2)cc1	-17.5	2.6	0.2	4.7

Some of these compounds in order of length of the SMILES, falling.
entry	molecule	TEAD-YAP inh	GPR151 ag	FBW7 act	MITF inh
29	C=CCOc1ccc(C2/C(=C(\O)c3ccccc3)C(=O)C(=O)N2c2nnc(C)s2)cc1 (stereo not drawn)	6.7	1.3	-0.1	13.0
16	CCc1ccccc1-n1c(C)nc2cc(C(=O)NCCc3ccc(Cl)cc3)ccc21	-12.1	0.7	0.3	2.9
1	CCC(Oc1ccccc1)C(=O)NCc1cccnc1 (stereo not drawn)	2.5	2.4	0.0	1.4
18	Brc1ccc(Br)c2cnccc12	1.9	-0.2	0.0	14.3

(more compounds)
entry	molecule	TEAD-YAP inh	GPR151 ag	FBW7 act	MITF inh
37	NC(=O)C1CCN(c2ccnc3cc(Cl)ccc23)CC1	6.4	1.5	0.0	0.0
38	O=C(Nc1ccccc1)c1cccc(Nc2nc(-c3ccccc3)c3cc(Br)ccc3n2)c1	-2.4	-0.4	-0.1	-2.6
39	O=C(CC1C(=O)NCCN1CCCc1ccccc1)NC1CCC1 (stereo not drawn)	-10.7	0.0	0.0	-3.9
40	C=C1C2(C(=O)Nc3cccc([N+](=O)[O-])c3)CCC(C2)C1(C)C (stereo not drawn)	-2.6	1.7	-0.1	2.5
41	Cc1ccc(N2C(=O)C3CC(c4ccccc4)=C4C5C=CC(C6C(=O)N(c7ccc(C)c(Cl)c7)C(=O)C56)C4C3C2=O)cc1Cl (stereo not drawn)	11.7	-1.5	0.5	9.1
42	COC(=O)c1ccc(CSc2nc3sc4c(c3c(=O)n2C)CCC4)cc1	-0.1	-0.7	0.1	3.9
43	O=C(Nc1ccc2oc(-c3cccnc3)nc2c1)C1CCCCC1	-57.3	1.0	0.1	-12.0
44	Cc1cc(C)n(-c2nnc3c(n2)[nH]c2ccc(Br)cc23)n1	-9.5	-1.1	0.2	19.8
45	Cc1ccnc2c(N3C(=O)C4C5c6ccccc6C(c6ccccc65)C4C3=O)cccc12 (stereo not drawn)	9.8	-1.4	0.5	11.8
46	Cn1c(-c2ccc3c(c2)OCO3)cnc1NCc1ccc(C#N)cc1	-6.0	2.0	-0.3	39.4
47	COCCOC(=O)c1c(C)oc2ccc(NS(=O)(=O)c3cccc([N+](=O)[O-])c3)cc12	-11.2	0.0	0.0	16.6
48	Cc1ccc(-n2nc(-c3ccc(C(C)(C)C)cc3)cc2N)cc1	-46.0	-1.6	0.0	-8.4

Overlap with the part before: three entries, followed by the next part.
entry	molecule	TEAD-YAP inh	GPR151 ag	FBW7 act	MITF inh
46	Cn1c(-c2ccc3c(c2)OCO3)cnc1NCc1ccc(C#N)cc1	-6.0	2.0	-0.3	39.4
47	COCCOC(=O)c1c(C)oc2ccc(NS(=O)(=O)c3cccc([N+](=O)[O-])c3)cc12	-11.2	0.0	0.0	16.6
48	Cc1ccc(-n2nc(-c3ccc(C(C)(C)C)cc3)cc2N)cc1	-46.0	-1.6	0.0	-8.4
49	O=c1oc2cc(Cl)ccc2n1Cc1ccccc1	-4.6	-0.4	0.1	-0.3
50	CCOc1ccc(S(=O)(=O)n2ccnc2)c2ccccc12	-10.5	0.0	0.1	5.6
51	CCNc1cc(C)nc(N2CCN(C(=O)c3cccc4ccccc34)CC2)n1	6.0	-0.3	-0.1	3.0
52	Cc1cccc(NC(=O)CN(C)S(=O)(=O)c2ccc(Cl)cc2)n1	1.9	-0.8	0.0	-19.5
53	O=C(c1cc(COc2ccc3ncccc3c2)on1)N1CCSCC1	22.7	-1.0	-0.1	1.2
54	COc1ccc(S(=O)(=O)Nc2cccc(-c3nnc4n3CCCCC4)c2)cc1OC	0.9	1.0	0.0	-1.2
55	COc1ccc(NC(=O)c2ccc(Cl)cc2)c2ncccc12	2.4	0.1	0.4	16.2
56	CCSc1nc2c(c(=O)n(C)c(=O)n2C)n1Cc1cccc2ccccc12	-8.5	-0.3	-0.1	-7.6
57	O=C(OCc1cccc([N+](=O)[O-])c1)c1ccccc1Br	-6.1	-0.6	0.3	13.7
58	COc1ccc(Cc2nnc3c4cnn(Cc5ccccc5)c4ncn23)cc1OC	-2.6	4.0	0.0	0.3
59	COc1ccc(C)cc1NC(=O)c1cc(S(=O)(=O)NC2CCCCC2)ccc1F	-6.0	3.7	-0.2	2.2
60	CCN(CC)S(=O)(=O)c1csc(C(=O)NC2CCCCC2)c1	-13.3	0.1	0.1	1.1
61	CCOc1ccc(NC(=O)CSc2nc3ccccc3c(=O)n2Cc2ccco2)cc1	-2.5	0.3	0.0	-0.5
62	Cc1ccccc1CN1C(=O)C(O)(CC(=O)c2ccc(Br)cc2)c2ccccc21 (stereo not drawn)	2.7	-0.5	-0.2	-3.3
63	COc1ccc(N(/N=C2\Sc3ccccc3C2=O)C(C)=O)cc1	-40.7	-0.8	0.1	3.3
64	O=C1CCSc2c1cccc2C(=O)Nc1cccc(Cl)c1	-5.0	0.0	-0.1	2.4
65	COc1ccc(C2C(C(C)=O)=C(O)C(=O)N2c2cccnc2)cc1 (stereo not drawn)	-7.7	-0.7	0.0	-3.3
66	Nn1c(-c2ccccn2)nnc1-c1ccccn1	-49.7	-5.6	-0.4	5.8
67	COC(=O)c1sc(NC(=O)CN2CCCCC2C)c(C(=O)OC)c1C (stereo not drawn)	2.8	2.8	-0.2	58.8*
68	O=C(Nc1ccc(-c2ccc([N+](=O)[O-])cc2)cc1)c1ccc(Cl)cc1	-1.8	-0.3	-0.2	-2.6
69	COc1ccc(-c2csc(NCc3ccccc3)n2)cc1	-58.6	-0.1	-0.2	6.2
70	CSc1cccc(N2CC(c3nc4ccccc4n3Cc3ccccc3)CC2=O)c1 (stereo not drawn)	-1.8	-0.7	-0.3	-6.2
71	CCOC(=O)CCCCN(Cc1ccc(F)cc1)S(=O)(=O)c1cc(C(=O)Nc2ccc(CC)cc2)ccc1F	-3.8	-1.2	0.5	21.7
72	O=C(CSc1nc2ccccc2c(=O)n1CC1CCC(C(=O)NCCc2ccccc2)CC1)c1ccc(Cl)cc1 (stereo not drawn)	2.1	-1.0	0.0	4.3
73	O=C(Nc1ccc([N+](=O)[O-])cc1)c1cccc(S(=O)(=O)Nc2cccc(F)c2)c1	33.3*	0.3	-0.1	-11.2
74	CCCC(c1nnnn1Cc1ccccc1)N1CCN(CC)CC1 (stereo not drawn)	0.3	-0.4	0.2	0.7
75	COc1ccc(-c2nnc3sc(NC(=O)c4ccccc4C)nn23)cc1OC	-2.2	8.8*	0.0	-0.1
76	C=CCN(CC=C)C(=O)Nc1ccc(OC)c(OC)c1	0.2	2.5	-0.1	1.0
77	COc1ccccc1CNc1nc(C)nc2c1nnn2Cc1ccccc1	-23.9	-0.7	-0.1	-19.2
78	COc1ccc(C2(CC(=O)NCCc3ccccc3OC)CC(=O)N(C)C2=O)cc1 (stereo not drawn)	-53.3	-1.0	-0.3	-21.6
79	COc1ccccc1Cc1nc2cc(C)c(C)cc2[nH]c1=O	7.0	0.6	0.0	6.8
80	O=C(Nc1ccc(OC(F)(F)C(F)Cl)cc1)C(F)(F)F (stereo not drawn)	5.7	2.6	0.2	7.7
81	CC(C)[C@H](O)C(=O)N1CCN(c2ccc3[nH]ncc3c2)CC1	0.2	-0.6	-0.1	24.4
82	O=C(Nn1c(=S)[nH]c2ccccc2c1=O)c1ccccc1	-15.4	-0.1	-0.1	-10.6
83	COCCNC(=S)Nc1ccc2[nH]c(=O)[nH]c2c1	-0.2	0.9	0.0	6.2
84	CCOC(=O)C1=C(N)N(c2ccccc2)C2=C(C(=O)CCC2)C1c1cccnc1 (stereo not drawn)	-0.8	0.0	-0.2	-3.8
85	C=CCC1(CC=C)CCCN1C(=O)CC1C(=O)NCCN1Cc1ccc(OC)c(OC)c1 (stereo not drawn)	8.1	1.0	-0.2	-2.4
